GSK3beta inhib: blocks human GSK3beta kinase activity. actives 0.038% (n = 300,000). activity score (negative = inhibition), % at 10 µM. GST-GSK3beta kinase, ADP-Glo luminescence, 60 min; hits give low values. AID 2097;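 active = more than half of replicate wells score below -50%, meaning over 50% inhibition versus plate controls; inconclusive = some replicates but at most half score below -50%; inactive = no replicate scores below -50%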;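 also: 0% = median DMSO wells and -100% = median GW8510 positive control wells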
Target sequence (P49841 whole entry, looked up): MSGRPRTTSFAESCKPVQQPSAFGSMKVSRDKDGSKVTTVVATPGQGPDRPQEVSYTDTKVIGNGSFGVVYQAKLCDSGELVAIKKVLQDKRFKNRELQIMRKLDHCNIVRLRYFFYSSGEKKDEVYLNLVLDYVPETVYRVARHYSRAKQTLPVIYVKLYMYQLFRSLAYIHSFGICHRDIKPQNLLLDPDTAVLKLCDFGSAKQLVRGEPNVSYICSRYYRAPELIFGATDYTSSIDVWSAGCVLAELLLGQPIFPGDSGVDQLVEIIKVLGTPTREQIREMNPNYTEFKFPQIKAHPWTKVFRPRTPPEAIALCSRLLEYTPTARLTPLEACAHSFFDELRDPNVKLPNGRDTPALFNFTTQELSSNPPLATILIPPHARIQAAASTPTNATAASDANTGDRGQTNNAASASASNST
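test system = GST-tagged human GSK3beta kinase, cell-free | reagent = 25 µM ATP with peptide substrate | dosing = one dose of 10 µM per compound | schedule = 60 min reaction, RT | detection = luminescent ADP-Glo measurement of ADP formed | control set = DMSO neutral wells and GW8510 at 20 µM as positive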
AI-2 QS mod: Vibrio harveyi AI-2 quorum sensing modulation; actives 0.4% (n = 300,000); AID 2094; Vibrio harveyi JMH597 AI-2 luminescence/OD600 ratio, 9 h; hits give low values; strain lacks LuxN and CqsS sensors; 0 = neutral-control median; activity change, % at 7.5 µM; in the data active = activity change below about -75%, passing the limit was not always enough; inconclusive = no clear call, values can overlap the other calls;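 also: luminescence divided by OD600 gain over 9 h not by final OD600 alone; inactives centre near 13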
HIF act: HIF pathway transcriptional activation | U2OS HRE-luciferase reporter, luminescence; normalized: DMSO 0%, desferrioxamine 100% | AID 1910 | activation, % at 7.5 µM (by protocol) | actives 0.32% (n = 300,000);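 active = mean activation of at least 10% of the iron chelator positive control signal, with at least half of replicates also reaching 10%; inconclusive = mean and replicate majority disagree about reaching 10%; inactive = mean and most replicates under 10%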
GSK3 alpha inh: blocks human GSK-3 alpha kinase; actives 0.1% (n = 320,000); ADP-Glo luminescence, 60 min; P49840; inhibition, % at 10 µM;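 in the data active = inhibition above about 50%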;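 also: GST-tagged GSK-3 alpha with peptide substrate and 25 µM ATP; 0% = DMSO neutral wells and 100% = GW8510 positive control wells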
Target sequence (P49840 whole entry, looked up): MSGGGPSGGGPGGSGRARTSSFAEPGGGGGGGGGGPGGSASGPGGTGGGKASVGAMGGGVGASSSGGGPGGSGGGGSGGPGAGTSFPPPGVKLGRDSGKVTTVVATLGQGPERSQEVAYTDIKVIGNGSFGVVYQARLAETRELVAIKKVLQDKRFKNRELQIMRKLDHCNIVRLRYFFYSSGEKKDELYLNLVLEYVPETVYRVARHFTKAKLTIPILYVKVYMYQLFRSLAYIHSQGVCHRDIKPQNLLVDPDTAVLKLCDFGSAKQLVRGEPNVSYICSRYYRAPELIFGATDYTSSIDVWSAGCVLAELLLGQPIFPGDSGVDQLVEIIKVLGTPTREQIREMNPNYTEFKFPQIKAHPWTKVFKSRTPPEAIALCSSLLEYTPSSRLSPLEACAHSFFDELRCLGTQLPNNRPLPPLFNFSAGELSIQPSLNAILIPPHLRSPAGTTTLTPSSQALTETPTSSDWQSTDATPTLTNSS
HSP90 refold inh: inhibitors of HSP90 luciferase refolding in rabbit reticulocyte lysate. luciferase refolding luminescence, 3 h. inhibition, % at 5.6 µM. actives 0.91% (n = 290,000);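 active = inhibition above the screen-wide mean plus 3 SD, computed separately per campaign, cut at about 16% in these data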;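 also: 0% = DMSO wells and 100% = 60 µM geldanamycin wells; inhibitors lower the luminescence because luciferase stays unfolded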
KLF5 inhibitor: inhibitors of KLF5 expression; AID 1700; DLD-1 KLF5 promoter-luciferase reporter, luminescence; inhibition, % at 5 µM; actives 0.23% (n = 290,000);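 active = inhibition above a per-plate limit of that plate's mean compound inhibition plus 3 SD, cut at about 60% in these data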;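 also: 0% = DMSO wells and 100% = LY294002 at 200 µM; higher means less KLF5 promoter-driven luciferase light; inactives centre near -14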
IEC-6 tox: IEC-6 cytotoxicity, counter-screen for KLF5 inhibitors; inhibition, % at 5 µM; actives 0.78% (n = 290,000); luminescence viability; in the data active = inhibition above about 22%;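 also: 0% = plate median of test compound wells and 100% = cytotoxic reference compound wells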
HSF1 inh: HSF1 inhibition. NIH3T3-HGL HSE-luciferase, MG132-induced, luminescence 8 h; hits give low values. activity change, negative = inhibition, % at 7.5 µM (by protocol). actives 0.77% (n = 300,000). AID 2098;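 active = more than half of replicate wells show activity change below -50%, luminescence cut by over half; inconclusive = some wells, but at most half, below -50%; inactive = no replicate well below -50%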;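 also: luciferase reports HSF-1 transcriptional activity via heat shock element; 0% = median of DMSO wells and -100% = zero luminescence signal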
HSF1 activator: increases HSF-1 driven luciferase reporter signal | actives 1.7% (n = 300,000) | NIH3T3-HGL HSF-1 luciferase reporter, MG132, 8 h; 100% = twice DMSO control signal | activation, % at 9 µM;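 active = mean replicate activation of at least 50% with a set share of replicates each reaching 50%; inconclusive = only one of those two conditions met; inactive = mean below 50% and too few replicates reaching it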;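 also: 0% = median of the neutral control wells and 100% = twice that signal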
aSyn 5UTR inh: 5' untranslated region of α-synuclein, MLPCN primary screen; actives 0.82% (n = 300,000); inhibition, % (tested at 7.5 µM); alpha-synuclein 5'UTR reporter, inhibitor activity; in the data active = inhibition above about 60%; inconclusive = no clear call, values can overlap the other calls;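 also: H4 neuroglioblastoma cells stably carrying SNCA 5'UTR luciferase fusion; 0% = DMSO wells and 100% = positive control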
* hit, by the source's call; u = inconclusive; x = no result given.

| nr | Compound | GSK3beta inhib | AI-2 QS mod | HIF act | GSK3 alpha inh | HSP90 refold inh | KLF5 inhibitor | IEC-6 tox | HSF1 inh | HSF1 activator | aSyn 5UTR inh |
| --- | --- | --- | --- | --- | --- | --- | --- | --- | --- | --- | --- |
| 1 | CCc1nnc(NC(=O)CCNC(=O)c2ccco2)s1 | -20 | 8 | -0.1 | -3 | 3 | 6 | 0 | -8 | -16 | 15 |
| 2 | Cc1cccc(C)c1NC(=O)CC(NCCc1ccccc1)C(=O)O (centres undefined) | -1 | -1 | -0.2 | 0 | 1 | -29 | 6 | -6 | -20 | 6 |
| 3 | CCCn1c(C(C)Nc2nc(-c3ccc(Cl)c([N+](=O)[O-])c3)cs2)nc2cc(Cl)c(N3CCCCC3)cc21 (centres undefined) | -2 | 6 | -0.8 | 0 | 3 | 19 | -1 | 6 | 16 | -3 |
| 4 | COC(=O)c1c(NC(=O)C2CCCCC2C(=O)O)sc2c1CCCCC2 (centres undefined) | 4 | 24 | 0.7 | -7 | -1 | -62 | -3 | 0 | 14 | -60 |
| 5 | C[N+](C)(C)C[C@H](O)CC(=O)O | 2 | 4 | 0.3 | -2 | x | x | x | 2 | -8 | 32 |
| 6 | CC1=NN2C(=N)/C(=C\c3ccc(SCc4ccccc4)o3)C(=O)N=C2S1 | 1 | -2 | -0.3 | -2 | -2 | -19 | -3 | 11 | 11 | 25 |
| 7 | COc1ccc(-c2cc3ccccc3n2CC(O)CN2CCC(C)CC2)cc1 (centres undefined) | 1 | 34 | 0.0 | -1 | 1 | -24 | 0 | 0 | -5 | -35 |
| 8 | Cc1cccc(C)c1NC(=O)CC(NCc1ccco1)C(=O)O (centres undefined) | 1 | 21 | -0.1 | -3 | -3 | -20 | -8 | -11 | 8 | 2 |
| 9 | C=CCSc1nnc(C)c(/C=C/Nc2ccc(Cl)cc2)n1 | 4 | -3 | 0.0 | -3 | 1 | 0 | 0 | 11 | 17 | 21 |
| 10 | COc1ccccc1NC(=O)Cn1c(=O)sc2ccccc21 | 2 | -8 | -0.1 | -1 | 7 | -15 | 2 | -3 | 15 | -1 |
| 11 | CCCOc1nc2ccccc2cc1/C=C/C(=O)O | 1 | 25 | 0.0 | -3 | 3 | -19 | -1 | 4 | 27 | -8 |
| 12 | CCOC(=O)/C(C(=O)Nc1ccccc1Br)=C1/NC(C)(C)Cc2ccccc21 | 3 | 13 | -0.6 | -2 | -2 | 8 | -1 | -6 | -3 | 19 |
| 13 | Cc1cc(OC(C)C(=O)N2C[C@H]3C[C@@H](C2)c2cccc(=O)n2C3)c2c(C)c(C)c(=O)oc2c1 (some centres undefined) | -1 | 16 | 0.1 | -1 | 0 | 2 | 6 | -1 | 0 | 7 |
| 14 | O=C(Nc1nc2c(F)cccc2s1)c1ccc([N+](=O)[O-])o1 | 2 | 13 | 1.5 | -4 | 1 | -47 | 40* | 21 | 43 | -95 |
| 15 | O=C(c1ccc(NS(=O)(=O)c2cccs2)cc1)N1CCN(c2ccccc2Cl)CC1 | 3 | 35 | -0.9 | 0 | -1 | -11 | -2 | 2 | 10 | -21 |
| 16 | COc1ccc(C2C(C#N)=C(N)Oc3c2ccc2cccnc32)cc1OC (centres undefined) | 6 | 27 | 0.8 | 1 | 1 | 53 | 17 | -9 | -17 | 23 |
| 17 | COc1ccccc1C1CCN(Cc2ccc(Cl)c(Cl)c2)CC1 | 6 | 17 | 1.2 | 0 | 3 | -16 | -2 | 3 | 5 | 13 |
| 18 | CCO[C@H]1OC(C(N)=O)=C[C@@H](c2ccccc2)[C@@H]1CCCO | 7 | 16 | -0.1 | -1 | 9 | 8 | 6 | -8 | -1 | -1 |
| 19 | COc1ccc(C(=O)NCCCNC(=O)c2cnccn2)cc1Br | 4 | 19 | -0.6 | 1 | -2 | 13 | 2 | -2 | -5 | -1 |
| 20 | COc1ccc(NC(=S)N2CCN(C/C=C/c3ccccc3)CC2)cc1 | 3 | -1 | -0.1 | 0 | -4 | -7 | 1 | 2 | -22 | 25 |
| 21 | O=C(COC(=O)c1cc2ccccc2oc1=O)c1cccc([N+](=O)[O-])c1 | 0 | 20 | -0.4 | 0 | -6 | -3 | -4 | 5 | -10 | -8 |
| 22 | COc1ccc(/C=N/Nc2ccc(C(=O)O)cc2)c(OC)c1OC | -1 | -92* | 0.9 | -5 | -1 | -161 | 18 | 0 | 1 | -118 |
| 23 | O=C(CSc1nnnn1-c1ccc(F)cc1)NCc1cccs1 | 8 | 21 | x | 1 | -1 | -12 | -4 | x | x | x |
| 24 | Cc1cc(Cl)c(S(=O)(=O)Nc2cc(S(=O)(=O)N3CCOCC3)ccc2F)cc1OCC(N)=O | 6 | 8 | -0.4 | -1 | 5 | -27 | 1 | -3 | -10 | 3 |
| 25 | COc1ccc(S(=O)(=O)Nc2ccccc2-c2nc3ccccc3[nH]c2=O)cc1 | 1 | 11 | 1.0 | -2 | 1 | -9 | 8 | -14 | 8 | -13 |
| 26 | COc1cc(NC(=O)CCN2CCN(c3ccccc3F)CC2)cc(OC)c1 | 3 | 23 | 0.0 | -2 | 1 | -29 | -8 | 7 | 9 | 22 |
| 27 | COc1ccc(CCNc2ncnc3[nH]ncc23)cc1OC | -8 | 18 | 0.7 | 27 | 1 | -36 | 2 | -1 | -10 | 9 |
| 28 | CCc1ccccc1NC(=S)N(Cc1ccco1)C(C)c1cccs1 (centres undefined) | 0 | 44 | -0.2 | -1 | 10 | 4 | 7 | 2 | -8 | -23 |
| 29 | O=C1c2cc([N+](=O)[O-])ccc2-c2ncccc21 | -5 | 34 | -1.3 | -1 | -1 | -18 | -6 | -1 | -10 | 9 |
| 30 | Cc1cccc(C(=O)Oc2cccc3c(O)cccc23)c1 | -3 | 7 | 0.4 | 0 | 0 | -14 | 3 | 8 | 14 | -2 |
| 31 | CCOC(=O)c1cnc(SCc2cccc3ccccc23)nc1N | 3 | 15 | -0.1 | -4 | -3 | -11 | 1 | 5 | 5 | -18 |
| 32 | COc1ccccc1NC(=O)CSc1nnc(Cc2ccccc2)o1 | 2 | 49 | -0.1 | -2 | 0 | -3 | 0 | 4 | -2 | -33 |
| 33 | Nc1nn(-c2ccccc2)c(N)c1N=Nc1ccccc1 | -3 | -57 | 2.7 | 2 | -5 | -115 | 34* | -27 | -33 | -106 |
| 34 | CCCCCCCCNC(CO)(CO)CO | 3 | 27 | -0.5 | -2 | 1 | -1 | 3 | -3 | 23 | 3 |
| 35 | Cc1cccn2c(=O)c(C=O)c(N3CCC4(CC3)OCCO4)nc12 | -15 | 7 | -0.1 | 0 | 0 | -1 | 6 | 1 | 23 | 8 |
| 36 | COc1ccccc1C(=O)Nc1ccnn1C1CCN(Cc2cnn(C)c2C)CC1 | -1 | -7 | 0.0 | -3 | 6 | -29 | 12 | 7 | -6 | 11 |
| 37 | N/C(CC(=O)Nc1cccc(C(F)(F)F)c1)=N/O | 1 | 14 | -0.5 | -1 | 2 | -29 | -2 | -2 | -13 | -3 |
| 38 | CCc1nc(SCC(=O)c2cccs2)c2oc3ccccc3c2n1 | -2 | -12 | 0.1 | -1 | 7 | 7 | -3 | 12 | 66* | -26 |
| 39 | Cc1cc(NC(=O)CSc2nnc(C)o2)no1 | 2 | 38 | 0.1 | -1 | -3 | -14 | 2 | -1 | -8 | -7 |
| 40 | O=C(/C=C/c1c(Cl)cccc1Cl)Nc1ccncc1 | -1 | 6 | 1.6 | -2 | 1 | -44 | 5 | 37 | u | -293 |
| 41 | COc1cc(C2C(C#N)=C(SC)NC3=C2C(=O)CCC3)ccc1O (centres undefined) | -4 | 11 | -0.3 | 5 | -1 | -18 | -6 | -9 | -8 | 18 |
| 42 | CC(=O)Oc1ccc(C2=NN(c3ccccc3)C(c3ccccc3)C2)cc1 (centres undefined) | 2 | 6 | 0.7 | -1 | -7 | -13 | -3 | 5 | 15 | -30 |
| 43 | Cc1ccc(NC(=O)CCS(=O)(=O)c2ccc(Br)s2)cc1 | 2 | -1 | -0.2 | -3 | -3 | 1 | 4 | 0 | 13 | -2 |
| 44 | COc1cc(SC#N)ccc1N=Cc1c(C)[nH]n(-c2cccc3ccccc23)c1=O | 0 | 10 | 0.0 | -5 | 16* | -1 | 4 | -1 | -2 | -24 |
| 45 | O=C(O)C1=C(OCc2ccc(F)c(F)c2)C(=O)NCC1 | -1 | 17 | 0.3 | -1 | 0 | -24 | -6 | 9 | 39 | -4 |
| 46 | O=C(Nc1ccc(F)cc1)c1ccc2snnc2c1 | -4 | 0 | 2.4 | 0 | -4 | -35 | 5 | 10 | 15 | -92 |
| 47 | CCOC(=O)c1c(NC(=O)c2c(C(=O)O)cccc2[N+](=O)[O-])sc(C)c1C | 5 | 13 | -0.6 | -8 | 0 | -38 | -10 | -2 | 6 | -3 |
| 48 | CC(=O)N1CCN(c2ccc(NC(=S)NC(=O)c3ccc(C)c([N+](=O)[O-])c3)cc2)CC1 | -3 | 17 | -0.1 | -2 | 0 | -12 | 3 | -8 | 3 | 5 |
| 49 | CCOC(=O)CSc1n[nH]c(NC(=O)NC(C)C)n1 | -2 | 8 | 0.1 | 0 | 2 | -6 | 1 | -11 | -31 | 10 |

Grouped by structure, the entries above with two or more sulfur atoms
| nr | Compound | GSK3beta inhib | AI-2 QS mod | HIF act | GSK3 alpha inh | HSP90 refold inh | KLF5 inhibitor | IEC-6 tox | HSF1 inh | HSF1 activator | aSyn 5UTR inh |
| --- | --- | --- | --- | --- | --- | --- | --- | --- | --- | --- | --- |
| 6 | CC1=NN2C(=N)/C(=C\c3ccc(SCc4ccccc4)o3)C(=O)N=C2S1 | 1 | -2 | -0.3 | -2 | -2 | -19 | -3 | 11 | 11 | 25 |
| 15 | O=C(c1ccc(NS(=O)(=O)c2cccs2)cc1)N1CCN(c2ccccc2Cl)CC1 | 3 | 35 | -0.9 | 0 | -1 | -11 | -2 | 2 | 10 | -21 |
| 23 | O=C(CSc1nnnn1-c1ccc(F)cc1)NCc1cccs1 | 8 | 21 | x | 1 | -1 | -12 | -4 | x | x | x |
| 24 | Cc1cc(Cl)c(S(=O)(=O)Nc2cc(S(=O)(=O)N3CCOCC3)ccc2F)cc1OCC(N)=O | 6 | 8 | -0.4 | -1 | 5 | -27 | 1 | -3 | -10 | 3 |
| 28 | CCc1ccccc1NC(=S)N(Cc1ccco1)C(C)c1cccs1 (centres undefined) | 0 | 44 | -0.2 | -1 | 10 | 4 | 7 | 2 | -8 | -23 |
| 38 | CCc1nc(SCC(=O)c2cccs2)c2oc3ccccc3c2n1 | -2 | -12 | 0.1 | -1 | 7 | 7 | -3 | 12 | 66* | -26 |
| 43 | Cc1ccc(NC(=O)CCS(=O)(=O)c2ccc(Br)s2)cc1 | 2 | -1 | -0.2 | -3 | -3 | 1 | 4 | 0 | 13 | -2 |

Assay outcomes: PubChem BioAssay, several laboratories
